# MITF TRPM1 inh – reduces MITF-dependent TRPM1 promoter luciferase signal. SK-MEL-5 TRPM1 promoter luciferase, 24 h. inhibition, % at 12.5 µM. hit rate 0.83% among 330,000. AID 488899;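 active means mean inhibition across replicates of 60% or more, whatever share of single replicates reaches that level; inconclusive means some that reach 60%, reason not given; inactive means mean inhibition across replicates below 60%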; further: values of inactives mirror those of a sister screen read the other way
# PDI inh – inhibitors of human protein disulfide isomerase | PDI insulin aggregation turbidity, A650, 90 min | P07237 | inhibition, % at 10 µM | hit rate 0.052% among 350,000;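 active means mean inhibition across replicates of 30% or more, whatever share of single replicates reach that level; inconclusive means mean inhibition below 30% while every single replicate reaches 30%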;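 further: absorbance from insulin aggregation driven by PDI reduction with DTT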
# Target sequence (P07237 whole entry, looked up): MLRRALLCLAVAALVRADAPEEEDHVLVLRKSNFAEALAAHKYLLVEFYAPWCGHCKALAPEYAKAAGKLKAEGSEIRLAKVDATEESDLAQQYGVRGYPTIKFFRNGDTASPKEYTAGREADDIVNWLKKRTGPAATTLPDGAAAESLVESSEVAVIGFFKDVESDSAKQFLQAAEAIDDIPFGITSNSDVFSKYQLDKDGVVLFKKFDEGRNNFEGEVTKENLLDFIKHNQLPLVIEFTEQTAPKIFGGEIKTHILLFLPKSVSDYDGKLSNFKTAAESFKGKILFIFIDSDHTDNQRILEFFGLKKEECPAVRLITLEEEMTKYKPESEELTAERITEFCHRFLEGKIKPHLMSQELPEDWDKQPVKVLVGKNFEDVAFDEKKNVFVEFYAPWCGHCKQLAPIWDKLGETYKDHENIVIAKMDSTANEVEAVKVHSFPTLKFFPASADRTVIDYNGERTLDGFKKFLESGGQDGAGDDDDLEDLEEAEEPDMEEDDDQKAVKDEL
# NR2E3 ag-1 – activates human photoreceptor nuclear receptor NR2E3; GST-NR2E3/biotin-RetCOR TR-FRET, 1536-well; inhibition of corepressor binding, % at 4.78 µM; hit rate 0.12% among 320,000; AID 2300;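 active means percent inhibition above the cutoff of mean plus 3 SD of all tested compounds, set per screening campaign, cut at about 20% in these data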;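 further: 0% = DMSO wells and 100% = biotin wells as full block of FRET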
#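 Material: NR2E3–RetCOR corepressor complex / Incubation: Compound–protein incubation for 5 h at 4 °C / Dosing: compound at 4.8 µM, single dose / Detection: time-resolved FRET / Benchmarks: high control biotin, low control 0.6% DMSO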
# Peg3 promoter – inhibitors of Peg3 promoter; inhibition, % at 20 µM; HeLa PEG-Prom luciferase reporter, luminescence, overnight; AID 588405; hit rate 1.7% among 360,000;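 active means inhibition of at least 50% at 20 µM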
# NR2E3 ag-2 – agonists of human NR2E3 nuclear receptor; hit rate 0.35% among 360,000; CHO-S Gal4-NCOR/VP16-NR2E3 two-hybrid, luciferase; Q9Y5X4; AID 602229; inhibition of corepressor binding, % at 3.98 µM;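 active means inhibition above the mean of all tested compounds plus 3 SD, cut at about 70% in these data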;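 further: 0% = DMSO with NR2E3 transfected cells and 100% = cells lacking NR2E3 construct; higher means lower luciferase signal from less NR2E3 corepressor binding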
# Shn3 inh set2 – Schnurri-3 reporter inhibition in Clone20 osteoblasts; Clone20 osteoblast Shn3 3'UTR firefly luciferase, 24 h; inhibition, % at 12.5 µM; hit rate 0.52% among 360,000; AID 588674;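 active means mean inhibition of at least 75% with every replicate also reaching 75%; inconclusive means mean inhibition at least 75% but some replicate below; inactive means mean inhibition below 75%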;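 further: 0% = median of neutral control wells and 100% = pilot-screen positive control compound; some compounds past the cut are filed as inactive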
# HIF-2a inh – inhibitors of HIF-2a; 786-0 RCC cells HIF-2a reporter, luciferase luminescence, overnight; inhibition, % at 18.8 µM; hit rate 0.72% among 360,000;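 active means inhibition of the luminescence signal of 40% or more relative to plate controls, in a single-dose primary screen at 18.75 µM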
# H9c2 protect – myocardial damage modulation in H9c2 cells. H9c2 cardiomyocytes, H2O2 injury protection, ATPLite, 2 h. protection from H2O2 cell death, % at 20 µM. hit rate 0.63% among 360,000;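 active means compounds giving at least 50% protection of heart cells from peroxide-induced death in the single-dose screen, raw or plate-pattern-corrected value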;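 further: 0% = DMSO wells with peroxide and 100% = DMSO wells without peroxide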
# CaV13 ICDI inh – Disruptors of the CACNA1D IQ motif to Ca2+-dependent inactivation inhibitor domain association, primary screening, Förster resonance energy transfer in intact living …; HEK cells, CFP/YFP FRET ICDI-IQ, plate reader, 10 min; percent FRET-ratio fall versus neutral wells; inhibition, % at 12.3 µM; hit rate 0.098% among 340,000; AID 743397;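 active means mean replicate inhibition of at least 30% and at least 1% of replicates passing that level; inconclusive means only one of the two criteria is met; inactive means neither criterion is met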;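 further: 0% = median of the neutral control wells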
# m5-HT2A agonist – activates the mouse 5-HT2A serotonin receptor; AID 624169; activation, % at 7.6 µM; hit rate 0.66% among 360,000; CHO-K1 mHTR2A beta-arrestin complementation, luminescence; percent of 30 µM serotonin response;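 active means activation above a run cutoff, the mean activation of all tested compounds plus 3 SD, cut at about 14% in these data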;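 further: 0% = plate median of compound wells and 100% = 30 µM serotonin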
# Target sequence (P35363 whole entry, looked up): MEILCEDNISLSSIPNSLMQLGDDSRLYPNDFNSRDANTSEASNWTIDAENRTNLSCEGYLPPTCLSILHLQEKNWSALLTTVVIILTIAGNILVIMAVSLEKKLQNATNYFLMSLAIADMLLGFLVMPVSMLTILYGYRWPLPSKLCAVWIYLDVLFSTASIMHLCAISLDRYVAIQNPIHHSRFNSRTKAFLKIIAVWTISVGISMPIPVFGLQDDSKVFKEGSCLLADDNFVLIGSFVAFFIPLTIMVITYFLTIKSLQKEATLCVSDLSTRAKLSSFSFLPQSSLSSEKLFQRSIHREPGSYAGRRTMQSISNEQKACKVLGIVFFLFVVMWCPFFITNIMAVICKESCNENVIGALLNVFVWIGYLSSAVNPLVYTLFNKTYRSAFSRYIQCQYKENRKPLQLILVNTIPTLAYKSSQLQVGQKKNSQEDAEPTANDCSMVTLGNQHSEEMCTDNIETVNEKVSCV
# iPSC survival up – hiPSC single-cell survival enhancement | ATPlite luminescence; 100% = ROCK inhibitor wells, 0% = DMSO | survival enhancement, % at 20 µM | hit rate 0.044% among 360,000 | AID 602274; in the data active means survival enhancement above about 18%;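 further: cells exposed to compounds for 16 hours before the ATP read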
# The depositor's hits bear a star; ? = inconclusive; . = no result given.
nr	Molecule	MITF TRPM1 inh	PDI inh	NR2E3 ag-1	Peg3 promoter	NR2E3 ag-2	Shn3 inh set2	HIF-2a inh	H9c2 protect	CaV13 ICDI inh	m5-HT2A agonist	iPSC survival up
1	CCn1c(C(=O)NC2CCC(C)CC2)cc2sccc21 (centres undefined)	-93	0	2	-294	-54	-71	-220	-2	-3	1	-0.6
2	Cn1c(SCC(=O)N2CCCc3ccccc32)nnc1-c1ccccc1	7	15	2	13	-14	2	-10	3	-9	0	-2.0
3	CC1CC(C)CN(C(=O)CCC(=O)Nc2nnc(C(C)C)s2)C1 (centres undefined)	-8	-1	0	5	2	3	-3	7	-2	1	1.6
4	CC(C)(C)c1ccc(C(=O)O)c(C(=O)c2ccccc2)c1	0	3	7	5	10	-8	22	-2	-7	6	0.1
5	Cc1ccsc1/C=N\NC(=O)CC(=O)NCc1ccccc1	-8	3	-1	16	17	4	7	3	-5	-2	-0.5
6	O=C(Nc1cccc(F)c1)c1cc(S(=O)(=O)NCCC2=CCCCC2)ccc1F	18	1	0	15	-6	89*	16	-23	-5	-3	-0.2
7	COc1ccc(C)cc1NC(=O)CN(C)S(=O)(=O)c1cccs1	8	-2	-2	4	3	13	11	-2	-4	0	0.3
8	N#Cc1ccc(NC(=O)N2CCC(c3nc4c(nnn4Cc4cccc(Cl)c4)c(=O)[nH]3)CC2)cc1	-13	-2	0	4	-4	13	-6	-8	-5	-1	-1.6
9	COc1cccc(N(C(=O)C2CSC(=O)C2)C(C(=O)NC(C)(C)C)c2ccncc2)c1 (centres undefined)	.	-6	-3	3	8	7	19	-2	4	-1	0.4
10	CNCC[C@@H](Oc1ccccc1C)c1ccccc1	-8	0	-3	-20	-19	7	-18	-2	-5	-3	3.1
11	COc1cc(C(=O)Nc2ccc3c(c2)Cc2cc(NC(=O)c4cc(OC)c(OC)c(OC)c4)ccc2-3)cc(OC)c1OC	13	-15	2	23	-28	25	5	16	-2	7	-0.7
12	O=C(NCc1cccnc1)c1ccc(NS(=O)(=O)c2ccc(F)cc2)cc1	7	-9	4	20	14	-13	12	-2	-6	3	-0.1
13	COc1cc2ccc(=O)oc2c(O)c1OCC=C(C)C	-27	15	0	-49	-36	-2	-37	2	.	10	3.5
14	CCOc1ccc(N(CC(=O)NCCSc2ccccn2)S(=O)(=O)c2ccc(Cl)cc2)cc1	5	-5	-1	8	-31	13	9	3	-3	-7	1.7
15	CC(C)CC(=O)NC(=S)NCc1ccccc1	-13	14	-5	-319	1	-32	4	-11	-9	4	-1.5
16	CC(C)C(=O)NC(=S)Nc1ccc(S(=O)(=O)NC(C)(C)C)cc1	8	7	-2	17	-7	9	-12	-3	-5	2	-4.2
17	CCN(CC)S(=O)(=O)c1cc(NC(=O)c2ccc(Br)s2)ccc1C	-23	-5	2	-155	3	23	-197	-18	-4	-2	1.2
18	COc1cc(Cl)ccc1OCc1cc(C(=O)NCCCN2CCCC2=O)no1	9	3	0	-32	0	-20	-32	-2	-14	2	-0.2
19	CC(O)CN1CCN(C(=O)CN2C(=O)NC(c3ccccc3)(c3ccccc3)C2=O)CC1 (centres undefined)	6	4	-2	6	-11	24	9	-1	-4	5	-0.1
20	C[n+]1ccn(CC(=O)c2ccc(Cl)cc2)c1	10	-3	-2	-91	6	-47	-16	1	-5	-2	-0.1
21	CC1CCN(C(=O)Cn2nnc(-c3ccc(C(C)C)cc3)n2)CC1	-9	5	.	-27	-18	11	-41	3	-1	2	-1.0
22	COc1c(C)cccc1C(=O)Nc1ccc(OCC(=O)N2CCOCC2)cc1C	4	1	-3	-17	-5	11	-11	0	-4	-1	-0.4
23	CC1=Nc2cc(C(=O)N3CCCC3)ccc2Sc2c(C)ccc(C)c21	10	3	-1	19	10	46	-15	-2	-8	5	0.6
24	COc1ccccc1NC(=S)NC(C)=O	11	-3	-2	-5	-12	-3	8	-5	4	1	-1.8
25	CCOC(=O)Cc1csc(NC(=O)Nc2ccc(C)cc2)n1	4	-1	3	-106	-13	-19	-66	-14	-20	-2	-0.2
26	COc1ccc(CCN(C)CC(O)c2ccccc2)cc1OC (centres undefined)	0	1	3	2	-5	22	10	4	-2	-4	0.1
27	Cn1c(=O)c2c(nc(N/N=C/c3ccc(OC(=O)c4ccco4)cc3)n2Cc2ccccc2Cl)n(C)c1=O	9	-2	5	-9	-3	77	4	4	.	2	5.2
28	O=C(NCc1ccccc1CN1CCCC1)c1cc2ccccc2o1	.	?	0	-14	-25	0	11	1	-5	-6	-0.1
29	CCOC(=O)c1c(C)[nH]c(C(=O)COC(=O)c2ccc(N3CCCC3=O)cc2)c1C	12	5	-5	-10	3	8	15	-9	-8	-2	-0.6
30	COc1ccc(C(C)=O)cc1CSc1nc2nc(C)cc(C)n2n1	7	-2	2	22	-4	7	13	14	5	-1	2.0
31	O=C1N(Cc2ccccc2)c2ccccc2OC1(F)F	.	2	.	-3	-16	-11	9	-3	-5	1	1.0
32	CC(=O)N1N=C(c2ccc(C)o2)CC1c1ccc(Br)cc1 (centres undefined)	-120	2	1	-133	-48	-27	-242	1	-5	-1	-0.2
33	Cc1cc(=O)n2nc(N3CCCC(C(=O)NCc4ccc(F)cc4)C3)sc2n1 (centres undefined)	8	6	-3	5	-30	2	-1	4	-14	0	-0.4
34	O=C(O)CCCn1cc(NC(=O)COc2ccccc2F)cn1	7	15	0	2	-33	-11	12	2	-4	5	1.1
35	Cc1ccc(-c2c[n+](CC(=O)N3c4ccccc4Sc4ccccc43)c3n2CCC3)cc1	18	12	1	-16	-8	-9	-3	-10	-16	-3	-0.7
36	CN(C)C(CNC(=O)Cc1ccc([N+](=O)[O-])cc1)c1ccccc1 (centres undefined)	9	-1	0	-4	14	-14	2	-4	-5	-2	-0.1
37	NC(=O)c1c(NC(=O)Cn2nc(C(=O)O)c3ccccc3c2=O)sc2c1CCC2	-16	7	0	19	5	20	10	54*	-1	4	-0.1
38	Fc1ccc(/C=N/NC2=Nc3cccc4cccc2c34)cc1	-16	-3	-1	-261	-169	-80	-241	-10	-3	-4	-2.1
39	Cc1noc(C)c1CSc1nnc2scc(-c3ccccc3)n12	3	4	1	7	-2	-10	9	0	-4	0	1.6
40	CC(C)(C)NC(=O)Nc1ccc(F)c(Cl)c1	10	-4	-3	-9	-10	-10	-7	-3	6	3	1.0
41	COc1ccc(-c2nc(CS(=O)CC(=O)NC3CCCCC3C)c(C)o2)cc1OC (centres undefined)	11	2	-2	-4	-13	3	9	-1	-3	-3	-0.5
42	Cc1csc(NC(=O)CSc2nnc(CCNC(=O)c3cccs3)n2C)n1	-4	9	-1	-1	-11	2	1	5	-6	-1	-2.5
43	COC(=O)c1ccccc1NC(=O)CN1CCC(NC(=O)c2ccc(C)cc2)CC1	11	12	7	43	-1	6	8	14	-6	1	1.3
44	CC(=O)Nc1ccc(C(=O)N2CC(=O)NC(=O)C2)cc1	-17	-1	1	-14	3	3	-8	14	-4	-1	0.1
45	CCOc1ccc(N2CC(C(=O)Nc3cc(C)on3)CC2=O)cc1 (centres undefined)	12	2	-2	11	4	5	13	-5	-5	4	-0.6
46	N#Cc1cccc(S(=O)(=O)N2CCN(c3ccnc4cc(Cl)ccc34)CC2)c1	-6	-2	3	29	1	66	14	2	.	-1	-0.5
47	CCOC(=O)C1(Cc2ccccc2)CCCN(C(=O)c2ccc(-n3ccnc3)cc2)C1 (centres undefined)	-40	20	-1	-37	-61	-19	-47	2	-5	-10	-0.3
48	CCOc1ccc(-n2c(SCC(=O)NCc3ccco3)nc3c([nH]c4ccccc43)c2=O)cc1	13	-4	-2	16	-9	-10	-11	23	-3	10	1.0
49	Cc1ccccc1NC(=O)c1c2c(nc3ccccc13)CCC2	5	13	-1	4	-22	51	14	6	-6	0	1.5
50	O=C(CNS(=O)(=O)c1ccc(F)cc1)N1CCN(c2ccccc2)CC1	-1	-8	2	-7	-21	-6	-29	-1	-6	5	-0.2
51	COCCN(C(=O)CSc1nnc(C)n1Cc1ccccc1)c1c(N)n(Cc2ccccc2)c(=O)[nH]c1=O	-9	6	0	-3	-15	-23	6	6	.	10	1.2
52	CCOC(=O)c1ccccc1NC1CC(=O)N(c2ccccc2C)C1=O (centres undefined)	3	11	-3	1	-14	0	16	14	-5	-1	0.7
53	COC(=O)C(NS(=O)(=O)c1cccc(S(=O)(=O)NC(C(=O)OC)c2ccccc2)c1)c1ccccc1 (centres undefined)	-6	-2	3	1	-3	16	12	-5	-10	-5	-2.9
54	COc1ccc(CCNC(=O)CN2C(=O)c3ccccc3C2=O)cc1	-5	-11	0	8	-5	-12	21	-1	.	1	-1.8
55	Brc1ccc(C2=Nn3c(Cn4nnc5ccccc54)nnc3SC2)cc1	.	0	-4	3	-27	20	15	1	8	-5	-0.4
56	Oc1ccc(Nc2ncnc3c2oc2ccccc23)cc1	-23	-3	-2	-222	-46	-32	-314	8	-18	-4	-0.6
57	CCC(CC)C(=O)c1c[nH]c(C(=O)NCC2CCCO2)c1 (centres undefined)	-2	11	2	-9	-17	-6	-10	3	-3	-2	-2.1
58	O=C(Nc1ccnn1C1CCN(C/C=C/c2ccccc2)CC1)c1ccccc1Cl	-5	-7	2	5	-38	-3	6	1	.	-4	-0.3
59	O=C(c1ccc(OC2CCN(Cc3ccccc3C(F)(F)F)CC2)cc1)N1CCCCC1	29	0	2	26	30	38	14	-10	-12	-2	0.2
60	O=C(O)c1cccc(NC(=S)NC(NC(=O)c2cccc([N+](=O)[O-])c2)C(Cl)(Cl)Cl)c1 (centres undefined)	25	0	3	-6	-9	-19	-6	-4	-2	1	0.8

# Going on with the list.
nr	Molecule	MITF TRPM1 inh	PDI inh	NR2E3 ag-1	Peg3 promoter	NR2E3 ag-2	Shn3 inh set2	HIF-2a inh	H9c2 protect	CaV13 ICDI inh	m5-HT2A agonist	iPSC survival up
61	COc1cc2[nH]c(=O)n(CCCCCC(=O)N3CCN(c4ccccn4)CC3)c(=O)c2cc1OC	2	11	4	16	-12	10	28	16	-6	1	2.6
62	CC1=NN(S(=O)(=O)c2ccc(Cl)cc2Cl)C(=O)c2ccccc2O1	3	5	0	7	-50	-2	13	13	8	-3	-0.6
63	CNC(=O)c1nc(C)c(C2(C)CC(c3cccc([N+](=O)[O-])c3)=NO2)s1 (centres undefined)	5	0	-1	3	4	-10	10	1	-12	-8	-4.5
64	CS(=O)(=O)N1CCN(S(=O)(=O)c2ccccc2[N+](=O)[O-])CC1	9	4	3	10	0	-9	8	2	-7	-1	-0.6
65	O=C1OC(Nc2ccc(F)cc2F)c2ccccc21 (centres undefined)	12	3	-1	10	-5	4	3	-2	0	2	5.5
66	Cc1cc(OC(=O)c2c(F)cc(F)cc2F)nc(C)n1	9	-4	3	5	-13	8	15	-1	13	-2	-0.4
